Mtb BioA inh: blocks M. tuberculosis BioA enzyme activity | purified M. tuberculosis BioA enzyme, plate reader | inhibition, % at 9.99 µM | actives 0.096% (n = 360,000) | AID 602481; in the data active = inhibition above about 40%
* = called active by the depositor.

Preview, 7 compounds:
SMILES	Mtb BioA inh
COCC(=O)N(C)C[C@@H]1Oc2ncc(-c3ccc(C#N)cc3)cc2C(=O)N([C@@H](C)CO)C[C@H]1C	-2.2
COc1ccc(S(=O)(=O)Nc2ccc3c(c2)C(=O)N([C@H](C)CO)C[C@@H](C)[C@@H](CN(C)C)O3)cc1	-1.4
C[C@H]1CN([C@@H](C)CO)C(=O)c2cc(NC(=O)Nc3ccc(C(F)(F)F)cc3)ccc2O[C@@H]1CN(C)C(=O)Nc1ccc(C(F)(F)F)cc1	-3.4
COCCNC(=O)C[C@H]1C=C[C@@H](NS(=O)(=O)c2ccc(C)cc2)[C@@H](CO)O1	-2.7
O=C([C@@H]1[C@@H](CO)[C@@H]2Cn3c(ccc(-c4ccc(F)cc4)c3=O)[C@H]1N2)N1CCCCC1	-0.5
COc1ccccc1C(=O)Nc1ccc2c(c1)C(=O)N(C)[C@H]1CC[C@@H](CC(=O)NCCc3ccncc3)O[C@@H]1CO2	-0.9
O=C(C[C@H]1CC[C@@H](NS(=O)(=O)c2ccccc2F)[C@H](CO)O1)NCCCN1CCOCC1	-1.6

The list itself (from the top)
SMILES	Mtb BioA inh
COCC(=O)N(C)C[C@@H]1Oc2ncc(-c3ccc(C#N)cc3)cc2C(=O)N([C@@H](C)CO)C[C@H]1C	-2.2
COc1ccc(S(=O)(=O)Nc2ccc3c(c2)C(=O)N([C@H](C)CO)C[C@@H](C)[C@@H](CN(C)C)O3)cc1	-1.4
C[C@H]1CN([C@@H](C)CO)C(=O)c2cc(NC(=O)Nc3ccc(C(F)(F)F)cc3)ccc2O[C@@H]1CN(C)C(=O)Nc1ccc(C(F)(F)F)cc1	-3.4
COCCNC(=O)C[C@H]1C=C[C@@H](NS(=O)(=O)c2ccc(C)cc2)[C@@H](CO)O1	-2.7
O=C([C@@H]1[C@@H](CO)[C@@H]2Cn3c(ccc(-c4ccc(F)cc4)c3=O)[C@H]1N2)N1CCCCC1	-0.5
COc1ccccc1C(=O)Nc1ccc2c(c1)C(=O)N(C)[C@H]1CC[C@@H](CC(=O)NCCc3ccncc3)O[C@@H]1CO2	-0.9
O=C(C[C@H]1CC[C@@H](NS(=O)(=O)c2ccccc2F)[C@H](CO)O1)NCCCN1CCOCC1	-1.6
O=C(Nc1ccccc1Cl)N1[C@H](CO)[C@@H]2c3ccccc3NC[C@@H]21	1.8
COCC#Cc1ccc2c(c1)O[C@@H](CN(C)C(=O)c1ccccc1F)[C@@H](C)CN([C@@H](C)CO)S2(=O)=O	1.0
C/C=C/c1ccc2c(c1)[C@H]1[C@H](CCN1C(=O)Cc1cccnc1)[C@H](CO)N2C	4.6
O=C(C[C@@H]1CC[C@@H]2[C@H](COC[C@H](O)CN2S(=O)(=O)c2ccc(F)cc2)O1)NCc1ccc(Cl)c(Cl)c1	4.1
C[C@@H]1CN([C@H](C)CO)S(=O)(=O)c2ccc(-c3cccnc3)cc2O[C@H]1CN(C)Cc1cccnc1	4.5
CC(C)NC(=O)N(C)C[C@H]1OCCCC[C@H](C)Oc2ccc(NC(=O)CCC(F)(F)F)cc2C(=O)N([C@@H](C)CO)C[C@@H]1C	-1.3
C[C@@H]1CN([C@@H](C)CO)C(=O)c2cc(NS(=O)(=O)c3cccs3)ccc2O[C@@H](C)CCCCO[C@@H]1CN(C)Cc1ccc(C(=O)O)cc1	-1.1
C[C@H]1CCCCO[C@H](CN(C)S(=O)(=O)c2cn(C)cn2)[C@@H](C)CN([C@@H](C)CO)C(=O)c2cc(NC(=O)CCC(F)(F)F)ccc2O1	-1.8
O=C(C[C@H]1CC[C@H]2[C@@H](COC[C@@H](O)CN2Cc2ccccc2F)O1)NCc1ccccc1F	3.3
N#C[C@@H]1[C@@H](c2ccccc2)[C@H](CO)N1C(=O)c1ccc2c(c1)OCO2	-0.6
Cc1noc(C)c1NC(=O)Nc1ccc2c(c1)C(=O)N([C@@H](C)CO)C[C@H](C)[C@H](CN(C)C(=O)NC(C)C)OCCCC[C@H](C)O2	-0.4
C[C@H]1CN([C@@H](C)CO)C(=O)c2cc(NC(=O)NC3CCCCC3)ccc2O[C@H]1CN(C)C(=O)Nc1ccccc1	-2.6
Cc1ccc(S(=O)(=O)Nc2ccc3c(c2)C(=O)N([C@@H](C)CO)C[C@H](C)[C@H](CN(C)C)O3)cc1	-1.1
C[C@@H]1CN([C@@H](C)CO)C(=O)c2cccc(NS(=O)(=O)c3cn(C)cn3)c2O[C@@H]1CN(C)CC1CCCCC1	17.2
O=C(Nc1ccccc1F)N1C[C@@H]2[C@H](c3ccccc31)[C@H](CO)N2C(=O)Cc1ccccc1	-3.2
CC(C)NC(=O)N(C)C[C@@H]1Oc2ccc(NS(=O)(=O)c3cn(C)cn3)cc2CC(=O)N([C@@H](C)CO)C[C@@H]1C	-1.2
COc1ccc(S(=O)(=O)N(C)C[C@@H]2Oc3ccc(NS(C)(=O)=O)cc3CC(=O)N([C@@H](C)CO)C[C@@H]2C)cc1	-1.5
CC(=O)N[C@H]1CC[C@H](CCNC(=O)Nc2ccc(C(F)(F)F)cc2)O[C@H]1CO	-2.8
CO[C@@H]1CN(C)C(=O)c2ccc(NS(=O)(=O)c3cn(C)cn3)cc2OC[C@H](C)N(CCC(F)(F)F)C[C@@H]1C	-3.1
CC(C)C#Cc1cnc2c(c1)C(=O)N([C@@H](C)CO)C[C@@H](C)[C@H](CN(C)C(=O)Cc1ccccn1)O2	2.3
CCCC(=O)Nc1ccc2c(c1)C(=O)N(C)[C@@H]1CC[C@H](CC(=O)NCc3cccc(F)c3)O[C@H]1CO2	-1.5
CNC[C@@H]1OCCCC[C@@H](C)Oc2ccc(NC(=O)c3ccccc3)cc2C(=O)N([C@@H](C)CO)C[C@@H]1C	11.5
C[C@@H]1CN([C@@H](C)CO)C(=O)c2cc(NC(=O)C3CC3)ccc2O[C@@H]1CN(C)C(=O)Nc1ccccc1	-1.1
CC(C)NC(=O)N(C)C[C@H]1Oc2ccc(NC(=O)C3CC3)cc2C(=O)N([C@@H](C)CO)C[C@@H]1C	-0.4
O=C(C[C@@H]1CC[C@H]2[C@@H](COC[C@@H](O)CN2CCC(F)(F)F)O1)NCc1ccc2c(c1)OCO2	-0.4
CCCNC(=O)[C@@H]1[C@@H](CO)[C@@H]2Cn3c(ccc(-c4ccccc4)c3=O)[C@@H]2N1CC1CC1	4.5
C[C@@H]1CN([C@H](C)CO)C(=O)c2cccc(NC(=O)Nc3ccc(C(F)(F)F)cc3)c2O[C@H]1CN(C)C(=O)NC1CCCCC1	-2.0
COc1ccc(NC(=O)N(C)C[C@H]2Oc3ccc(NC(=O)Nc4ccc5c(c4)OCO5)cc3CC(=O)N([C@H](C)CO)C[C@H]2C)cc1	0.7
C[C@H](CO)N1C[C@H](C)[C@H](CN(C)C(=O)Nc2ccc(C(C)(C)C)cc2)OCc2cn(nn2)CCCC1=O	-1.5
C[C@H]1CN([C@@H](C)CO)C(=O)c2cc(C#CC3CCCCC3)cnc2O[C@@H]1CN(C)C(=O)Cc1ccccn1	0.0
O=C(C[C@H]1CC[C@@H](NC(=O)Nc2ccc(C(F)(F)F)cc2)[C@H](CO)O1)NCCN1CCCC1	-2.6
COc1ccc(S(=O)(=O)Nc2cccc3c2O[C@H](CN(C)C(=O)Nc2ccc4c(c2)OCO4)[C@H](C)CN([C@H](C)CO)C3=O)cc1	-0.9
N#Cc1cccc(-c2ccc3c(c2)[C@@H]2[C@@H](CCN2S(=O)(=O)c2cccc(F)c2)[C@H](CO)N3)c1	14.7
O=C(CN1CCOCC1)N1CCCCN2[C@H](C1)[C@H](c1ccc(-c3ccccc3)cc1)[C@@H]2CO	-0.9
CCCC(=O)Nc1ccc2c(c1)OC[C@@H](C)N(C(=O)CN(C)C)C[C@H](C)[C@H](OC)CN(C)C2=O	-5.1
COc1ccc(NC(=O)Nc2ccc3c(c2)[C@H]2C[C@H](CC(=O)NCc4ccc5c(c4)OCO5)O[C@@H](CO)[C@H]2O3)cc1	1.2
C[C@@H]1CN([C@H](C)CO)C(=O)Cc2cc(NC(=O)Cc3cn(C)c4ccccc34)ccc2O[C@H]1CN(C)C(=O)NC1CCCCC1	-1.1
O=C(C[C@H]1C[C@H]2c3cc(NC(=O)c4ccc5c(c4)OCO5)ccc3O[C@H]2[C@H](CO)O1)NCc1ccc(Oc2ccccc2)cc1	-1.9
COc1ccccc1-c1cn(CC[C@@H]2CC[C@H](NS(=O)(=O)c3ccccc3C)[C@@H](CO)O2)nn1	0.6
O=C(N[C@@H]1CC[C@@H](CC(=O)N2CCOCC2)O[C@@H]1CO)c1cccc(F)c1	-1.1
C[C@H](CO)N1C[C@H](C)[C@H](CN(C)Cc2cncnc2)Oc2cc(/C=C/c3ccccc3)ccc2S1(=O)=O	7.9
CO[C@@H]1CN(C)C(=O)c2ccc(NC(=O)c3nc4ccccc4s3)cc2OC[C@H](C)NC[C@@H]1C	1.7
C[C@@H]1CN([C@@H](C)CO)C(=O)Cc2cc(N(C)C)ccc2O[C@@H]1CN(C)Cc1ccc(C(F)(F)F)cc1	1.5
C[C@@H]1CCCCO[C@@H](CN(C)C(=O)C2CCCCC2)[C@H](C)CN([C@H](C)CO)C(=O)c2cc(NC(=O)C3CCCCC3)ccc2O1	3.2
COCCNC(=O)C[C@@H]1C[C@@H]2c3cc(NC(=O)C4CCOCC4)ccc3O[C@@H]2[C@@H](CO)O1	1.8
O=C(NC1CCCC1)[C@@H]1[C@@H](CO)[C@@H]2Cn3c(cccc3=O)[C@H]1N2CC1CCCC1	-0.1
Cc1noc(C)c1NC(=O)Nc1cccc2c1O[C@H](CN(C)S(=O)(=O)c1ccc(F)cc1)[C@@H](C)CN([C@@H](C)CO)C2=O	0.7
C[C@@H]1CN([C@@H](C)CO)C(=O)c2c(c3ccccc3n2C)-c2ccccc2CO[C@@H]1CN(C)S(=O)(=O)c1cccc(F)c1	-2.7
O=C(C[C@H]1CC[C@@H]2[C@H](COC[C@H](O)CN2C(=O)c2ccccn2)O1)N1CCN(c2ccccc2)CC1	-1.4
COc1ccc(S(=O)(=O)Nc2ccc3c(c2)C(=O)N([C@H](C)CO)C[C@@H](C)[C@@H](CN(C)Cc2ccc(C(=O)Nc4ccccc4N)cc2)O3)cc1	-2.7
O=C(NCC(F)(F)F)[C@H]1[C@H](CO)[C@H]2Cn3c(cccc3=O)[C@@H]1N2C(=O)C1CCC1	-1.4
C[C@H](O)C#Cc1ccc2c(c1)O[C@@H](CN(C)C(=O)C1CCCCC1)[C@@H](C)CN([C@H](C)CO)S2(=O)=O	2.3
C[C@H](CO)N1C[C@H](C)[C@@H](CN(C)C(=O)C2CCC2)Oc2ncc(-c3ccc(F)cc3)cc2C1=O	-0.8

Other compounds
SMILES	Mtb BioA inh
CCS(=O)(=O)Nc1ccc2c(c1)C(=O)N(C)[C@H]1CC[C@@H](CC(=O)N3CCOCC3)O[C@H]1CO2	3.0
CCN(C[C@H]1N[C@H](CO)[C@@H]1c1ccccc1)C(=O)c1ccncc1	-1.5
C[C@@H]1CCCCO[C@@H](CN(C)C(=O)c2ccccc2)[C@@H](C)CN([C@H](C)CO)C(=O)c2cc(NS(=O)(=O)c3ccc(Cl)cc3)ccc2O1	0.9
C[C@H](CO)N1C[C@H](C)[C@H](CN(C)S(C)(=O)=O)Oc2c(NC(=O)C3CCOCC3)cccc2C1=O	-0.9
C[C@H]1CCCCO[C@@H](CN(C)Cc2ccc(C(=O)O)cc2)[C@@H](C)CN([C@@H](C)CO)C(=O)c2cc(NC(=O)CCCN(C)C)ccc2O1	0.3
C[C@H](CO)N1C[C@H](C)[C@H](CN(C)Cc2cccnc2)Oc2cc(C#CCN(C)C)ccc2S1(=O)=O	3.3
CCNC(=O)C[C@@H]1CC[C@H](NC(=O)NC2CCCCC2)[C@@H](CO)O1	-0.3
C[C@@H]1CN([C@H](C)CO)S(=O)(=O)c2ccc(C#CC3CC3)cc2O[C@@H]1CN(C)C(=O)C1CCCCC1	0.2
O=C([C@@H]1[C@@H](CO)[C@@H]2Cn3c(ccc(C4=CCCCC4)c3=O)[C@H]1N2Cc1nccs1)N1CCCCC1	3.7
COc1ccc(-c2cnc3c(c2)C(=O)N([C@@H](C)CO)C[C@H](C)[C@@H](CN(C)C(=O)CN(C)C)O3)cc1	-0.1
COc1ccc(NC(=O)N(C)C[C@H]2Oc3c(NC(=O)c4ccncc4)cccc3C(=O)N([C@@H](C)CO)C[C@H]2C)cc1	-0.2
O=C(Nc1ccc(F)cc1)N1C[C@@H]2[C@H](c3ccccc31)[C@H](CO)N2C(=O)c1cccnc1	2.6
O=C(CN1CCOCC1)NC[C@@H]1N[C@@H](CO)[C@H]1c1ccc(-c2ccccc2)cc1	-1.1
C[C@H]1CN([C@@H](C)CO)C(=O)c2cccc(NC(=O)c3ccncc3)c2O[C@H]1CN(C)C(=O)Nc1ccc(C(F)(F)F)cc1	0.6
CCc1cnc(N2[C@@H](C#N)[C@@H](c3ccc(C#Cc4ccccc4F)cc3)[C@@H]2CO)s1	-5.1
COc1cccc(CNC(=O)[C@@H]2[C@@H](CO)[C@@H]3Cn4c(cccc4=O)[C@H]2N3C(=O)C2CCCCC2)c1	5.7
Cc1ccc(S(=O)(=O)N(C)C[C@@H]2Oc3ccc(NS(=O)(=O)c4ccc(F)cc4)cc3C(=O)N([C@@H](C)CO)C[C@H]2C)cc1	-1.1
C[C@@H]1CN([C@H](C)CO)C(=O)c2cccc(NC(=O)Nc3ccc(C(F)(F)F)cc3)c2O[C@H]1CN(C)C(=O)Nc1cccc2ccccc12	-1.1
C[C@@H]1CN([C@@H](C)CO)C(=O)Cc2cc(NS(=O)(=O)c3ccc(F)cc3)ccc2O[C@@H]1CN(C)Cc1ccc(C(F)(F)F)cc1	-2.8
C[C@@H]1CN([C@@H](C)CO)C(=O)c2cc(NS(=O)(=O)c3ccc(Cl)cc3)ccc2O[C@H]1CN(C)Cc1ccc(Cl)c(Cl)c1	1.3

The list is partial; rates above refer to the full screens.
